Bioassay records from PubChem BioAssay.
TDP1 cell CPT: DT40-hTDP1 cell growth loss with CPT; chicken DT40 Tdp1-/-;hTDP1 cells + 20 nM CPT, ATP luminescence, 48 h; Potency, µM (series often up to 46.2 µM), for inactives: top-dose activity change, negative = growth inhibition, actives largely listed as inhibitors; 420,000 compounds, 12% hits; AID 686979; note: nearly all actives have a fitted effect of over 55% in size
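Cell growth measured by CellTiter-Glo luminescence after a minimum 48 h, 37 C compound exposure with 20 nM CPT in Tdp1-knockout DT40 cells stably expressing hTDP1, seeded 400/well; qHTS titration format.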
FEN1 inhibitor: blocks human flap endonuclease 1 | Recombinant FEN1 flap cleavage, fluorescence, 15 min | AID 588795 | Potency, µM (highest dose often 114 µM), without a hit: at the top dose activity change, negative = inhibition, hits mostly inhibitors | P39748 | 390,000 compounds, 0.35% hits; note: nearly all actives have a fitted effect of over 65% in size
Target sequence (P39748 whole entry, looked up): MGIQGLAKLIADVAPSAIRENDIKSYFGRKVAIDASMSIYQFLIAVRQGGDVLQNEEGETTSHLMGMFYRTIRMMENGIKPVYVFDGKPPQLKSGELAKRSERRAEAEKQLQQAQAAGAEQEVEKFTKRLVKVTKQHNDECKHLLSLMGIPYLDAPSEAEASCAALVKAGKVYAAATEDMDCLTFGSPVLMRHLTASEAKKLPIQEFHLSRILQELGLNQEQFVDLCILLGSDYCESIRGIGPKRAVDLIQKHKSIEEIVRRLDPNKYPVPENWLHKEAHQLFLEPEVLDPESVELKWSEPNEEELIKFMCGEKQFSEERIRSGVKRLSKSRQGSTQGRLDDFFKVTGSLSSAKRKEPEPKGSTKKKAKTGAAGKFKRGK
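FEN1 at 10 nM, compound pretreatment for 15 min (room temperature), 50 nM final substrate to initiate; endpoint reads at 0 and 15 min; DMSO-only plates used as vehicle background.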
GCN5L2 inh: blocks human GCN5L2 histone acetyltransferase; GCN5L2 HAT assay, ThioGlo1 CoA-SH fluorescence; 390,000 compounds, 0.21% hits; Q92830; Potency, µM (series often up to 58.9 µM), inactives show top-dose activity change, negative = inhibition, most hits filed as inhibitors; AID 504327
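GCN5L2 (20 nM) in 50mM HEPES pH 7.5, 0.1mM EDTA, 0.01% Tween-20 preincubated 15 min with compounds at room temperature. Reaction started with H3(1-25) 75uM, acetyl-CoA 70uM, ThioGlo1 50uM; CoA-thiol fluorescence (Ex340/Em540) read at 0 and 20 min.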
Starred values were filed as active, the others as inactive; ? = inconclusive; . = not tested or not shown. Calls come from the whole dose curve; as a rule, active = well fitted curve in the direction sought with a large enough effect; inconclusive = small, poorly fitted or top-dose-only effect, or another doubt; inactive = no such curve, though single readings can be large; an effect the other way counts as inactive or inconclusive. % is set by controls: 0 for no effect and ±100 for the full control effect; potency is the fitted concentration of half-maximal effect.

| SMILES | GCN5L2 inh | TDP1 cell CPT | FEN1 inhibitor |
| --- | --- | --- | --- |
| COc1ccc(C(=O)c2ccc(OC)c(N)c2)cc1N | 3% | -4% | 3% |
| COc1ccc(-c2cc3c(nn2)-c2ccccc2C3=O)cc1 | -4% | 26µM* | 1% |
| Cc1cc(N2CCOCC2)n2ncc(-c3ccccc3Cl)c2n1 | -5% | 0% | -12% |
| COc1ccccc1-c1nnc(C2CCN(S(=O)(=O)c3cccc([N+](=O)[O-])c3)CC2)o1 | -1% | ? | -3% |
| O=C(c1ccco1)N1CCN(C(=S)NC2CC3CCC2C3)CC1 (configuration not stated) | 2% | -26% | -6% |
| CN1OC(CC(=O)O)N(c2ccc(Cl)cc2)C1=O (configuration not stated) | -2% | 1% | -14% |
| COC(=O)C1=NNC(C(=O)c2ccco2)C1c1ccc(OC)cc1 (configuration not stated) | -10% | -6% | 2% |
| CSc1nc(C)c(C(=O)Nc2ccccc2)c(-c2ccco2)c1C#N | -16% | 8% | -26% |
| O=C(Nc1ccc(F)cc1)N1CCN(CCc2ccccc2)CC1 | 0% | -4% | -13% |
| COc1ccc(CCNC(=O)CCc2cn(C)c3ccccc23)c(OC)c1OC | -3% | -5% | -1% |
| O=C(COC(=O)[C@H](Cc1ccccc1)NC(=O)c1ccco1)Nc1ccccc1 | -2% | 11% | -7% |
| COc1ccccc1NC(=O)C(Cc1ccccc1)NS(=O)(=O)c1cccc2nsnc12 (configuration not stated) | -9% | ? | -5% |
| CC(C)CCCCCCCCCCCCC(=O)NCC(=O)NC1C(O)C(O)C(Nc2ncnc3nc[nH]c23)OC1C(O)CO (configuration not stated) | . | 0.15µM* | -8% |
| CCc1ccc(CN2CCC(N3CCC(C(=O)N4CCCC4)CC3)CC2)o1 | 0% | -6% | 22% |
| COc1ccc(-c2noc(CN(C)Cc3ccc(C)o3)n2)cc1 | -17% | -24% | 13% |
| O=C(CSc1nncs1)NC(=O)NC1CCCC1 | -1% | -5% | 23% |
| CCc1nnc(NC(=O)CN2C(=O)/C(=C/c3cc(OC)c(OC)c(OC)c3)SC2=S)s1 | -6% | ? | -1% |
| O=C(O)CCc1ccc(-c2ccccc2)n1-c1cccc(Br)c1 | -7% | -8% | -10% |
| COc1cccc(C(=O)Cn2c(N3CCCCC3)nc3c2c(=O)n(C)c(=O)n3C)c1 | 1% | ? | -2% |
| CCCCOC(=O)Nc1nc(C)c(C(=O)OCC)s1 | -3% | ? | -5% |
| CCc1ccc(C2=NN(CCC(=O)NC(C)c3ccc4c(c3)OCCO4)C(=O)CC2)cc1 (configuration not stated) | -4% | -2% | -14% |
| C=CCN(CC=C)C(=O)Nc1ccc2nc(C)sc2c1 | 0% | -25% | -7% |
| N#CCSc1ccccc1NC(=O)COC(=O)CCN1C(=O)C2CC=CCC2C1=O (configuration not stated) | -3% | 5% | -1% |
| Cc1nc2cnc(Nc3ccccc3)nc2n(CCc2ccccc2)c1=O | -8% | -11% | . |
| Clc1ccc(Nc2c(-c3ccccc3Cl)nc3ccc(Cl)cn23)cc1 | -9% | ? | 1% |
| CCn1c(=O)c2cc(C(=O)NCCOC)sc2c2ccccc21 | -7% | ? | -15% |
| CCc1ccc2nc(N3CCN(C(=O)C(C)(C)C)CC3)sc2c1 | 3% | ? | 1% |
| Cc1cc(C)n2nc(S(=O)(=O)N(C)c3ccccc3)nc2n1 | -2% | 6% | 20% |
| Cc1ccc(NC(=O)CN(C)C(=O)CSc2ccc3c(c2)OCCO3)cc1 | -11% | -11% | 9% |
| COc1cc2[nH]c(=O)n(CCC(=O)NCCC(C)C)c(=O)c2cc1OC | -24% | 3% | 0% |
| Brc1cccc(OCCOCCn2ccnc2)c1 | -8% | -20% | -1% |
| O=C(CSc1nc2c(c(=O)n1-c1ccc(Br)cc1)SCC2)Nc1nccs1 | -4% | -20% | 7% |
| O=C(Nc1ccsc1C(=O)N1CCCC1)c1ccccc1 | -3% | 16µM* | 5% |
| COc1cccc(N2CCN(C(=O)CCn3nc(C)c(S(=O)(=O)N4CCCC4)c3C)CC2)c1 | -8% | ? | 4% |
| CN(C)c1ccc(-c2nc(-n3ccnc3)c3ccccc3n2)cc1 | -30% | 13µM* | . |
| O=C(Nc1ccc(S(=O)(=O)N2CCCCC2)cc1)c1cccnc1Cl | -25% | ? | 12% |
| Cc1cc(C)c(C(=O)CSc2nnc(-c3ccccc3Br)o2)cc1C | -12% | -20% | 1% |
| COc1ccc(/C=N/NC(=O)Nc2cccc3nsnc23)cc1OC | 0% | 9.2µM* | 3% |
| COc1cccc(N(CC(=O)NC2CCCCC2)C(=O)CCC(=O)Nc2nc(C)cs2)c1 | -5% | -30% | -7% |
| CCN(CC)CCn1c(=S)[nH]c2ccccc2c1=O | -2% | -9% | 5% |
| CCC(=O)N/C(N)=N/c1nc(C)c2cc(C)c(C)cc2n1 | ? | -21% | -7% |
| OCC1CCCC(n2cnc3c(=S)nc[nH]c32)O1 (configuration not stated) | -1% | 6% | -3% |
| CCSc1nc2ccccc2n1C(=O)Oc1ccccc1 | -2% | -3% | -12% |
| FC(F)(F)c1cc(-c2ccccc2)nc(-n2cncn2)n1 | 2% | -5% | -1% |
| CCOc1ccc(C(C(=O)NC(C)(C)C)N(CCOC)C(=O)CCC(=O)Nc2ccccn2)cc1 (configuration not stated) | -1% | 23% | 6% |
| CC(Oc1ccc(Cl)cc1Cl)C(=O)OCn1nnc2ccccc2c1=O (configuration not stated) | -3% | -14% | -11% |
| Cc1ccccc1-c1ncc(CN2CCN(C3CCCC3)C(CCO)C2)cn1 (configuration not stated) | -8% | -10% | -6% |
| Cc1ccc(NC(=O)CN(C)C(=O)COC(=O)CNS(=O)(=O)c2ccc(F)c(F)c2F)cc1 | -3% | 3% | 0% |
| O=C1c2ccccc2C(=O)N1Cc1nc(-c2ccccc2)no1 | -10% | -17% | -14% |
| c1ccc(NNC2=NCCS2)cc1 | -5% | 1% | 12% |
| CC(CN1CCOCC1)(NS(=O)(=O)c1ccccc1)c1ccccc1 (configuration not stated) | -10% | ? | 6% |
| C/C(=N\Nc1ccc([N+](=O)[O-])cc1)c1ccc(-n2nncc2C(C)(C)C)cc1 | 0% | -19% | -14% |
| COc1ccc(NC(=O)CSc2nnc(C)n2N)cc1S(=O)(=O)N1CCCCC1 | -3% | 1% | 12% |
| Cc1sc2c(c1C)c(=O)n(-c1ccc(Cl)cc1)c(=O)n2Cc1cc(=O)n2cc(Br)ccc2n1 | 4% | 1% | -5% |
| CN(Cc1cn(-c2ccccc2)nc1-c1ccc2c(c1)OCO2)Cc1nccn1C | 2% | 26µM* | -1% |
| O=C(NCCN1CCOCC1)c1cc2ccccc2[nH]1 | 2% | -5% | 3% |
| CN(C)c1ccc(NC(=O)C2CCCN(S(=O)(=O)c3ccccc3)C2)cc1 (configuration not stated) | -13% | 15µM* | 3% |
| CN1CCN(c2nc3c(c(=O)[nH]c(=O)n3C)n2Cc2ccccc2)CC1 | -6% | 8% | 0% |
| Cc1ccc(CNC(=O)c2ccc3nc(N4CCCCC4)sc3c2)cc1 | 0% | -25% | -16% |
| COc1ccc(/C=N/NC(=O)CNC(=O)c2ccc3c(c2)OCCO3)cc1OC | -8% | 4% | 2% |

(list continues)
| SMILES | GCN5L2 inh | TDP1 cell CPT | FEN1 inhibitor |
| --- | --- | --- | --- |
| Cc1noc(C)c1C(=O)N1CCN(c2ncccn2)CC1 | -6% | -13% | -2% |
| FC(F)(F)c1ccc2c3n(nc2c1)CCN=C3c1ccc(Cl)cc1 | -5% | -27% | -26% |
| CN(CC(=O)Nc1ccc(F)cc1)C(=O)COC(=O)c1cccc(N(C)C)c1 | -1% | -11% | -1% |
| COCCNC(=O)CSc1nc2ccc(N3CCOCC3)cc2c(=O)n1Cc1ccc(OC)cc1 | -4% | ? | -9% |
| CCOc1ccc(NS(=O)(=O)c2cc(Br)cc3c2N(C(=O)C2CC2)CC3)cc1 | 1% | ? | 20% |
| Cc1oc2cc3oc(=O)c(CC(=O)N4CCCCC4)c(C)c3cc2c1C | -2% | ? | 1% |
| Cc1cc(C)cc(N2CC(c3nc4ccccc4n3C)CC2=O)c1 (configuration not stated) | -7% | ? | -5% |
| COc1ccccc1Nc1nc(C2(C)CCC(=O)O2)cs1 (configuration not stated) | -16% | -7% | -18% |
| O=[N+]([O-])c1ccc(/C=N/Nc2nc(-c3ccccc3)c3cc(Br)ccc3n2)o1 | 2% | 16µM* | 9% |
| COc1ccccc1C1C(C(=O)c2cc3ccccc3o2)=C(O)C(=O)N1c1cc(C)on1 (configuration not stated) | -11% | -24% | -9% |
| CCN(CC)c1nc2c(c(=O)[nH]c(=O)n2C)n1CCCc1ccccc1 | -9% | ? | 16% |
| COc1ccc(NC(=O)CN(C)C(=O)c2cc3c(s2)CCCCC3)cc1 | -2% | ? | 1% |

Given with two lines to a compound: four of the compounds above
Each structure is followed by: GCN5L2 inh, TDP1 cell CPT, FEN1 inhibitor
- COCCNC(=O)CSc1nc2ccc(N3CCOCC3)cc2c(=O)n1Cc1ccc(OC)cc1
→ -4%, ?, -9%
- CCOc1ccc(NS(=O)(=O)c2cc(Br)cc3c2N(C(=O)C2CC2)CC3)cc1
→ 1%, ?, 20%
- Cc1oc2cc3oc(=O)c(CC(=O)N4CCCCC4)c(C)c3cc2c1C
→ -2%, ?, 1%
- Cc1cc(C)cc(N2CC(c3nc4ccccc4n3C)CC2=O)c1 (configuration not stated)
→ -7%, ?, -5%

The listing picks up, repeating the 5 entries before the break.
| SMILES | GCN5L2 inh | TDP1 cell CPT | FEN1 inhibitor |
| --- | --- | --- | --- |
| COc1ccccc1Nc1nc(C2(C)CCC(=O)O2)cs1 (configuration not stated) | -16% | -7% | -18% |
| O=[N+]([O-])c1ccc(/C=N/Nc2nc(-c3ccccc3)c3cc(Br)ccc3n2)o1 | 2% | 16µM* | 9% |
| COc1ccccc1C1C(C(=O)c2cc3ccccc3o2)=C(O)C(=O)N1c1cc(C)on1 (configuration not stated) | -11% | -24% | -9% |
| CCN(CC)c1nc2c(c(=O)[nH]c(=O)n2C)n1CCCc1ccccc1 | -9% | ? | 16% |
| COc1ccc(NC(=O)CN(C)C(=O)c2cc3c(s2)CCCCC3)cc1 | -2% | ? | 1% |
| Cc1cc(C)c(NC(=O)C2CSCCS2)c(C)c1 (configuration not stated) | 2% | -4% | -6% |
| CCCCNC(=O)CCNS(=O)(=O)c1ccc(C)cc1 | -2% | 0% | -1% |
| CCOC(=O)c1c(N)sc(C(=O)N2CCCCCC2)c1C | 1% | ? | -3% |
| O=C1C=C(c2ccc(Cl)c(C(F)(F)F)c2)C[C@@H](c2ccc(Cl)cc2)C1 | -2% | ? | 4% |
| Cc1nn(-c2ccccc2)c(C)c1/C=N/NC(=O)c1cc(-c2ccc(Cl)s2)[nH]n1 | -8% | 4.6µM* | -9% |
| Cc1ccc2c(=O)cc(C(=O)Nc3nnc(C)s3)oc2c1 | -17% | -1% | 5% |
| COc1ccc(S(=O)(=O)N2CCN(C(=O)c3ccc(C)o3)CC2)cc1 | -2% | -22% | -1% |
| COc1ccc(NC(=S)NC(C)Cc2cccs2)cc1 (configuration not stated) | 2% | -17% | 7% |
| COc1cc(C(=O)Nc2ccccc2N2CCCCC2)cc(OC)c1OC | -7% | ? | -18% |

An excerpt from above in order of heavy-atom count, low to high:
| SMILES | GCN5L2 inh | TDP1 cell CPT | FEN1 inhibitor |
| --- | --- | --- | --- |
| COc1ccc(NC(=S)NC(C)Cc2cccs2)cc1 (configuration not stated) | 2% | -17% | 7% |
| O=C1C=C(c2ccc(Cl)c(C(F)(F)F)c2)C[C@@H](c2ccc(Cl)cc2)C1 | -2% | ? | 4% |
| COc1cc(C(=O)Nc2ccccc2N2CCCCC2)cc(OC)c1OC | -7% | ? | -18% |
| Cc1nn(-c2ccccc2)c(C)c1/C=N/NC(=O)c1cc(-c2ccc(Cl)s2)[nH]n1 | -8% | 4.6µM* | -9% |

An excerpt; rates above refer to the full screens.
